Screens from PubChem BioAssay.
PI4K2A inh: inhibitors of human PI4K2A. 420,000 compounds, 0.13% hits. Q9BTU6. activity change, negative = inhibition, % at 76.9 µM. purified PI4K2A, ADP-Glo luminescence, 1 h; active compounds read low. AID 1346378; in the data active means activity change below about -50%; inconclusive means mostly about -30% to -49%;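 further: -100% = wells without enzyme as full effect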
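ADP-Glo luminescence measured ADP generated by PI4K2A enzyme (4 ug/mL before mixing) with 1.2 mM PI substrate (pre-mix) and 300 microM ATP (pre-mix). Tris pH7.5 buffer with MgCl2, Triton X-100; 1 h reaction at ambient temperature.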
BAZ2B inh: blocks human BAZ2B | Q9UIF8 | AlphaScreen BAZ2B-H3K14Ac peptide displacement | Potency, µM (doses to about 114 µM), without a hit: at the highest dose activity change, negative = inhibition, hits mostly inhibitors | 360,000 compounds, 4.4% hits | AID 504333; further: potency means the concentration at half of the fitted maximal effect; on the % scale 0 is the no-effect control and ±100 the full control effect; nearly all actives have a fitted effect of over 60% in size
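Compounds, titrated to a top concentration of 110 uM, were incubated 30 min at room temperature with preformed BAZ2B/acetyl-K14 H3 peptide complex (50 nM each). Proximity signal was measured by AlphaScreen after 20 min with beads.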
Pol eta inh: blocks human DNA polymerase eta activity | Q9Y253 | recombinant Pol eta, fluorescent DNA replication assay | Potency, µM (titrated, usually from 114 µM), for inactives: at the top dose activity change, negative = inhibition, usual class: inhibitors | 390,000 compounds, 1.2% hits | AID 588591; further: potency means the concentration at half of the fitted maximal effect; on the % scale 0 is the no-effect control and ±100 the full control effect
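Pol eta at 10 nM preincubated with compounds 15 min at room temperature; reaction started with fluorescent substrate (50 nM final) and read kinetically at 0 and 10 min.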
Pin1 inh: human Pin1 inhibition. Pin1 FP peptide displacement, HiFluor488, 10 min. Potency, µM (series often up to 115 µM), for the others: top-dose activity, negative = inhibition, actives largely listed as inhibitors. 390,000 compounds, 0.009% hits. AID 504891; active means well fitted inhibition curve with a large enough effect in the polarisation, with a control signal flat, not every such curve was filed as active; inconclusive means small, poorly fitted or top-dose-only effect, or effect the other way, or a change in a side signal; inactive means no such curve, though single readings can be large or run the other way; the % refers to the polarisation; further: potency means the concentration at half of the fitted maximal effect; on the % scale 0 is the no-effect control and ±100 the full control effect
HP1b binding inh: HP1-beta chromodomain-methylated histone interaction inhibition | P83916 | AlphaScreen HP1-beta / biotin-H3K9me3 peptide binding | Potency, µM (series often up to 114 µM), inactives show top-dose activity change, negative = inhibition, actives largely listed as inhibitors | 390,000 compounds, 0.56% hits; further: potency means the concentration at half of the fitted maximal effect; nearly all actives have a fitted effect of over 70% in size; inactives centre near 23
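Compound inhibition of the preformed complex between 50 nM HP1-beta and 50 nM biotinylated H3K9me3 peptide was read by AlphaScreen. Buffer was PBS pH 7.4 with 0.01% Tween-20. Incubations ran 30 min at room temperature, with 10 ug/mL donor/acceptor beads.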
GLS inh: glutaminase GLS (human) inhibition; 410,000 compounds, 0.21% hits; Potency, µM (top dose mostly 45.5 µM), for inactives: at the top dose activity change, negative = inhibition, most hits filed as inhibitors; GLS enzymatic activity, qHTS titration; O94925; AID 624170; further: potency means the concentration at half of the fitted maximal effect; on the % scale 0 is the no-effect control and ±100 the full control effect
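hKGA; 45 mM KH2PO4 pH 8.2 + 0.02% Tween-20; cpd via pin tool; 1 mM Gln soln; GluOx/HRP/Amplex Red; RT 30 min; fluor. t0 & final.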
G9a inh: G9a (human) methyltransferase inhibition; Q96KQ7; G9a H3K9 monomethylation, AlphaScreen, 2 h; Potency, µM (doses to about 102 µM), inactives show top-dose activity, negative = inhibition, most hits filed as inhibitors; 350,000 compounds, 8.8% hits; further: potency means the concentration at half of the fitted maximal effect; on the % scale 0 is the no-effect control and ±100 the full control effect; nearly all actives have a fitted effect of over 75% in size
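Step 1: enzyme (final 20 nM) with compound, 15 min RT. Step 2: substrate peptide 500 nM and SAM 20 uM, 2 h RT. Step 3: anti-H3K9me1 antibody and AlphaScreen beads, 10 min, then plate read.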
JMJD2A Tudor inh: JMJD2A Tudor domain (human) inhibition. O75164. Potency, µM (series often up to 114 µM), for the others: at the top dose activity change, negative = inhibition, most hits filed as inhibitors. 390,000 compounds, 4.4% hits. AlphaScreen JMJD2A-Tudor / H3K4me3 peptide binding. AID 504339; further: potency means the concentration at half of the fitted maximal effect; on the % scale 0 is the no-effect control and ±100 the full control effect; nearly all actives have a fitted effect of over 50% in size
Target sequence (O75164 whole entry, looked up, the tested form may be a part): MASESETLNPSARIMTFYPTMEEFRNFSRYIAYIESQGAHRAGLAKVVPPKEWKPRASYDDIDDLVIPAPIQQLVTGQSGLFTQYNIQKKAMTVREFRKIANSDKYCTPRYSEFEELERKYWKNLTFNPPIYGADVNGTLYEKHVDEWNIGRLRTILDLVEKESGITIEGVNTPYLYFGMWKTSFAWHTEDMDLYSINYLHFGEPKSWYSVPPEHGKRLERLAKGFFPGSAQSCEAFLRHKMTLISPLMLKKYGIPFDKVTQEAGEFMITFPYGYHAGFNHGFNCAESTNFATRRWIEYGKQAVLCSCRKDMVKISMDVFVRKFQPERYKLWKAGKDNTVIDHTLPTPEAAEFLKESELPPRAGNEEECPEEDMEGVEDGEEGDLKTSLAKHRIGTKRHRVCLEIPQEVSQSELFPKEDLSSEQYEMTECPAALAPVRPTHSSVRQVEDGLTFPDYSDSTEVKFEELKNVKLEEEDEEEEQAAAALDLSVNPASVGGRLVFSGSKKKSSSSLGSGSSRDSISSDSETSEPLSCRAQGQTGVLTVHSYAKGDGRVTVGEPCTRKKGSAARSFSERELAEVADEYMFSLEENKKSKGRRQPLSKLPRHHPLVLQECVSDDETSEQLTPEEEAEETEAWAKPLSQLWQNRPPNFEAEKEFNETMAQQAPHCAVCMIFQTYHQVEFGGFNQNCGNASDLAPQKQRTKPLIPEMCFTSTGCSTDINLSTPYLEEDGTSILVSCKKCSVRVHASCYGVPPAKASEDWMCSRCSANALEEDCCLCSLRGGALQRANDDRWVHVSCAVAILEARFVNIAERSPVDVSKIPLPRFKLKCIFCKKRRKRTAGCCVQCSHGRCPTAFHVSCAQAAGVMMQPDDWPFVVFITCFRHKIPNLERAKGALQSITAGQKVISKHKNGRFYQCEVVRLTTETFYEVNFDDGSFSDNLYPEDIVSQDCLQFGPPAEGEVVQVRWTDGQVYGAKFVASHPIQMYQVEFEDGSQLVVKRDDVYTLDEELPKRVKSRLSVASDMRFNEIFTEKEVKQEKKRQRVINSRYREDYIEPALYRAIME
Tb PGK inh: T. brucei PGK inhibition. 380,000 compounds, 0.043% hits. Potency, µM (highest dose often 57.5 µM), for inactives: at the top dose activity change, negative = inhibition, actives largely listed as inhibitors. P07378. PGK/GAPDH coupled, Kinase-Glo luminescence, 60 min; further: potency means the concentration at half of the fitted maximal effect; on the % scale 0 is the no-effect control and ±100 the full control effect; nearly all actives have a fitted effect of over 60% in size
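Recombinant glycosomal PGK reaction used 1,3-bisphosphoglycerate generated in-well by GAPDH (100nM final) in 100mM TEA pH 7.6, 5mM MgCl2, 0.01% Tween-20. After 60 minutes at room temperature, ATP was read by Kinase-Glo Plus luminescence end-point.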
Active calls of the source: *; i = inactive; ? = inconclusive; nt = no result given; & = joins results of further samples; [ ] = another dose, or the depositor's remark. Unless noted, the call rests on the fitted dose curve; in most records, active means well fitted curve in the direction sought with a large enough effect; inconclusive means small, poorly fitted or top-dose-only effect, or another doubt; inactive means no such curve, though single readings can be large; an effect the other way counts as inactive or inconclusive.

PI4K2A inh | BAZ2B inh | Pol eta inh | Pin1 inh | HP1b binding inh | GLS inh | G9a inh | JMJD2A Tudor inh | Tb PGK inh | SMILES
0 | -9% | -3% | 0% | 59%[activator] | -4% | ? | -2% | 0% | CC(C)N=C(NS(=O)(=O)NC(=O)c1ccccc1)c1ccccc1
-2 | -4% | -7% | 2% | 10% | 1% | 13% | 10% | i | Cc1cc(NC(=O)c2cccc(S(=O)(=O)N3CCCCCC3)c2)no1
0 | 14% | -19% | 4% | 68%[activator] | 3% | 2%[12.7 µM] | 16% | 5% | CC(C)(C)Nc1nc(SCc2ccccc2)nc(N2CCOCC2)n1
3 | 3% | -14% | -9% | 18% | -9% | 11%[0.501 µM] | -7% | -10% | CSCCC(NS(=O)(=O)c1ccccc1F)C(=O)NCCCn1nc(C)cc1C (centres undefined)
0 | -4% | -16% | 1% | 7%[57 µM] | -6% | 16%[59 µM] | -27% | -3% | Cc1ccc2nc(NC(=O)CSc3nccn3-c3ccc(Cl)cc3)sc2c1
3 | -13% | -6% | -1% | 10%[57 µM] | 5% | -17%[59 µM] | -19% | 5% | Cc1cccc(CNC(=O)c2ccc3c(c2)N(C)C(=O)C2CCCCN32)c1 (centres undefined)
-4 | -5% | -27% | -2% | 53%[activator] | 2% | 8%[59 µM] | 8% | 5% | COc1cc(CCC(=O)Nc2ccc(Cl)c(C(F)(F)F)c2)cc(OC)c1OC
1 | -6% | -10% | -6% | 9% | -1% | nt | -13% | -7% | COc1ccc(CCNC2=NCCS2)cc1OC
-3 | 0% | -2% | -8% | 37% | 0% | 0%[59 µM] | -12% | -1% | Cc1cc(=O)oc(C)c1C(=O)NCC1CCCO1 (centres undefined)
-23 | -6% | -12% | 14% | 42%[activator] | -4% | -1%[59 µM] | 2% | -11% | O=C(Cn1nnc(-c2ccc(NC(=O)c3ccccc3F)cc2)n1)NCc1ccc(F)cc1
0 | 4% | -16% | 1% | 30% | -6% | ? | -1% | -9% | CCN(C(=O)CSc1n[nH]c(-c2cc(Cl)ccc2OC)n1)C1CCS(=O)(=O)C1 (centres undefined)
-3 | -21% | -18% | -8% | 21% | -1% | 6%[59 µM] | -11% | 0% | CCn1c(SCc2cccnc2)nc2c1c(=O)n(C)c(=O)n2C
1 | ? | -9% | 0% | 32% | ? | 5.6µM* | -9%[11.4 µM] | 4% | NNC(=O)c1sc2cc(C(F)(F)F)cnc2c1-c1ccccn1
6 | 45µM* | -21% | ? | ? | 87%[activator] | 11µM* | ? | 7% | CCOC(=O)c1sc(SCC(=O)Nc2ccc(N(C)C)cc2)nc1N
2 | -16% | -9% | 7% | 2% | 49%[activator] | ? | -13% | -1% | O=C(COC(=O)c1ccc[nH]c1=O)NC1CCCCCCC1

Later entries:
PI4K2A inh | BAZ2B inh | Pol eta inh | Pin1 inh | HP1b binding inh | GLS inh | G9a inh | JMJD2A Tudor inh | Tb PGK inh | SMILES
4 | 3% | -18% | 4% | 19% | 4% | 9%[59 µM] | -19% | -3% | COC(=O)N/N=C\c1cc(Br)ccc1OCc1ccccc1
-4 | -1% | -10% | 2% | 10% | -11% | -2% | -2% | 0% | O=C(NCCc1c[nH]c2ccccc12)c1ccc2[nH]c(=O)c(=O)[nH]c2c1
1 | nt | -16% | 1% | 12% | 5% | nt | -12% | 8% | CCc1ccc(/C(C)=N/NC(=O)C(O)c2ccccc2)s1 (centres undefined)
3 | -18% | -5% | 8% | 32% | 10% | ? | -5% | 9% | COc1ccc2cc(C3C(C#N)=C(N)OC(C)=C3C(C)=O)c(Cl)nc2c1 (centres undefined)
6 | -16% | -3% | -2% | 22% | -9% | -39% | -30% | i | CC12CCC(=O)N1C(C(=O)Nc1nnc(SCc3ccc(F)cc3)s1)CS2 (centres undefined)
0 | ? | -6% | 1% | 41%[activator] | -6% | ? | -17% | 1% | Cc1cc(OC(=O)c2cc([N+](=O)[O-])ccc2Cl)c([N+](=O)[O-])c(=O)[nH]1
3 | ? | -13% | 7% | -1% | 44%[activator] | ? | ? | -5% | COc1ccc(S(=O)(=O)Cc2ccc(C(=O)NCCCN(C)c3ccccc3)o2)cc1
-9 | -2% | -13% | 2% | 4% | 8% | -2%[59 µM] | -10% | -9% | Cc1ccc2oc3c(c(=O)c2c1)C(c1cccc(O)c1)N(CCCN1CCOCC1)C3=O (centres undefined)
2 | -7% | 2% | 0% | 45%[activator] | ? | 7%[0.0925 µM] | -3% | -6% | CN(C)c1nc(NCc2ccccc2)nc(N/N=C/c2ccc(Cl)cc2Cl)n1
-3 | 0% | -12% | -3% | 30% | -5% | -6% | 13% | -5% | Cc1c(C(=O)O)oc2ccc3c(c12)C(O)CC(C)(C)O3 (centres undefined)
6 | -4% | -15% | 0% | 10% | 0% | -26%[59 µM] | -14% | -3% | COc1ccc(/C(N)=N/OC(=O)c2cccc([N+](=O)[O-])c2C)cc1OC
4 | -14% | -13% | -2% | 47%[activator] | -11% | ? | ? | -5% | COc1ccc(-n2c(=S)[nH]c3cc(C(=O)NCCCN4CCOCC4)ccc3c2=O)c(OC)c1
6 | nt | -18% | nt | nt | -1% | nt | nt | 6% | CCC/C=C/c1ccc(CN2C(C(C)C)C(=O)N(Cc3cn(CC4CCCCC4)nn3)CCS2(=O)=O)cc1 (centres undefined)
-25 | ? | -10% | -1% | 0% | 7% | 11%[12.7 µM] | ? | i | CCOC(=O)c1ccc(-n2[nH]c(-c3ccccc3)cc2=O)cc1
-3 | ? | -17% | 8% | 10% | 0% | -15% | -34% | -15% | CC(=O)c1ccc(N2CCN(C(=S)Nc3ccccc3C(F)(F)F)CC2)cc1

A draw from above in order of molar mass, ascending:
PI4K2A inh | BAZ2B inh | Pol eta inh | Pin1 inh | HP1b binding inh | GLS inh | G9a inh | JMJD2A Tudor inh | Tb PGK inh | SMILES
-3 | 0% | -12% | -3% | 30% | -5% | -6% | 13% | -5% | Cc1c(C(=O)O)oc2ccc3c(c12)C(O)CC(C)(C)O3 (centres undefined)
1 | nt | -16% | 1% | 12% | 5% | nt | -12% | 8% | CCc1ccc(/C(C)=N/NC(=O)C(O)c2ccccc2)s1 (centres undefined)
0 | ? | -6% | 1% | 41%[activator] | -6% | ? | -17% | 1% | Cc1cc(OC(=O)c2cc([N+](=O)[O-])ccc2Cl)c([N+](=O)[O-])c(=O)[nH]1
6 | -4% | -15% | 0% | 10% | 0% | -26%[59 µM] | -14% | -3% | COc1ccc(/C(N)=N/OC(=O)c2cccc([N+](=O)[O-])c2C)cc1OC
3 | -18% | -5% | 8% | 32% | 10% | ? | -5% | 9% | COc1ccc2cc(C3C(C#N)=C(N)OC(C)=C3C(C)=O)c(Cl)nc2c1 (centres undefined)
2 | -7% | 2% | 0% | 45%[activator] | ? | 7%[0.0925 µM] | -3% | -6% | CN(C)c1nc(NCc2ccccc2)nc(N/N=C/c2ccc(Cl)cc2Cl)n1
6 | -16% | -3% | -2% | 22% | -9% | -39% | -30% | i | CC12CCC(=O)N1C(C(=O)Nc1nnc(SCc3ccc(F)cc3)s1)CS2 (centres undefined)
-9 | -2% | -13% | 2% | 4% | 8% | -2%[59 µM] | -10% | -9% | Cc1ccc2oc3c(c(=O)c2c1)C(c1cccc(O)c1)N(CCCN1CCOCC1)C3=O (centres undefined)
4 | -14% | -13% | -2% | 47%[activator] | -11% | ? | ? | -5% | COc1ccc(-n2c(=S)[nH]c3cc(C(=O)NCCCN4CCOCC4)ccc3c2=O)c(OC)c1
6 | nt | -18% | nt | nt | -1% | nt | nt | 6% | CCC/C=C/c1ccc(CN2C(C(C)C)C(=O)N(Cc3cn(CC4CCCCC4)nn3)CCS2(=O)=O)cc1 (centres undefined)

The list goes on.
PI4K2A inh | BAZ2B inh | Pol eta inh | Pin1 inh | HP1b binding inh | GLS inh | G9a inh | JMJD2A Tudor inh | Tb PGK inh | SMILES
-1 | 3% | -11% | -2% | 32% | -7% | nt | -10% | -8% | Cc1ccc(CN2CC34C=CC(O3)C(C(=O)NCc3ccco3)C4C2=O)cc1 (centres undefined)
0 | nt | -19% | 1% | -24% | 1% | nt | ? | -2% | O=C(COC(=O)C1CC2C=CC1C2)Nc1ccccc1[N+](=O)[O-] (centres undefined)
-7 | -16% | -16% | 0% | 15% | 3% | -35%[59 µM] | -16% | -5% | COc1ccc(CCC(=O)Nc2nc3ccccc3[nH]2)cc1
-22 | nt | ? | ? | 13µM* | -27% | nt | 45µM* | -13% | CN(C)c1ccc(C=c2c3ccccc3n3c2cc(-c2ccc(Cl)cc2)[n+]3C)cc1
7 | -27% | 6% | -2% | 10% | 10% | 30% | -1% | -5% | COc1ccc(-c2csc(-n3ncc(-c4cccs4)c3N)n2)cc1
1 | 51%[activator] | -6% | 0% | 19% | -14% | 5µM* | 27%[57.1 µM] | -7% | CCOC(=O)CSc1nc(-c2ccc(OC)cc2)ns1
3&4 | -9%&-1% | -5%&-20% | -3%&1% | 9%&20% | -16%&-12% | -50% | -25%&-13% | -9% | CCCCCn1c(=N)n(CC(O)COc2ccccc2OC)c2ccccc21 (centres undefined)
3 | -2% | -10% | 2% | 34% | 1% | nt | -8% | 0% | O=C(c1cccs1)N1CCN(c2ncc(Br)cn2)CC1
-6 | -1% | 5% | 8% | 68%[activator] | -11% | -1%[12.7 µM] | -7%[11.4 µM] | -7% | CCCCC(=O)N(CCOC)c1nnc(-c2ccc(OC)cc2)s1
3 | 5% | -5% | -3% | 54%[activator] | 0% | 11%[0.501 µM] | -9% | -8% | O=C(O)c1ccc(N2C(=O)CC(N3CCN(c4cccc(Cl)c4)CC3)C2=O)cc1 (centres undefined)
-2 | ? | 12% | -3% | -22% | 9% | ? | ? | -9% | COc1cccc(NC(=S)/C(=C(\[O-])c2ccc(C)c([N+](=O)[O-])c2)[n+]2ccccc2)c1

The list is partial; the hit share may differ from the screen's.
